ROCK2 inh: inhibitors of human Rho kinase 2. O75116. purified ROCK2, Kinase-Glo ATP depletion luminescence. inhibition, % at 6 µM. actives 0.35% (n = 60,000). AID 604;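 active = inhibition above the screen-wide mean inhibition plus 3 SD, cut at about 18% in these data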;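 also: plate controls were DMSO wells for no effect and Y-27632 control wells after no-enzyme background subtraction for full effect; many of its hits are not listed in these tables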
TNAP act DEA: activators of human TNAP at intermediate phosphate acceptor; AID 813; activation factor at 20 µM; purified TNAP, CDP-star luminescence, 100 mM DEA, 30 min; stronger effect = higher value; scale: 0 levamisole-inhibited, 1 vehicle-only enzyme; 64,000 tested, under 10 active;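 active = activation factor of at least 2 at 20 µM, relative to controls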
Cdc25B inh: inhibitors of human Cdc25B phosphatase | recombinant Cdc25B, OMFP fluorescence Ex485/Em525 | P30305 | inhibition, %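 (compounds tested at 10 µM final in the well)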 | actives 0.1% (n = 65,000) | AID 368; in the data active = inhibition above about 50%
Jurkat viability: cytotoxic compounds reducing Jurkat cell viability | Jurkat E6.1 viability, ATP luminescence, 48 h | inhibition, % at 4 µM | actives 1.2% (n = 56,000) | AID 463;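 active = inhibition above the mean inhibition of all tested compounds plus 3 SD, cut at about 28% in these data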
HEK293 NFkB inh: lowers PMA/ionomycin-induced NF-kB signal in HEK293 cells; HEK-293 NF-kB luciferase reporter, luminescence; inhibition, % at 3 µM; actives 0.21% (n = 62,000);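 active = inhibition above the mean of all tested compounds plus 3 SD, cut at about 40% in these data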;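 also: 0% = stimulated DMSO wells and 100% = 10 µM reference inhibitor 5653914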
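Reagent: PMA plus ionomycin mix as NF-kB-activating stimulus. Assay system: NF-kB luciferase reporter HEK-293 cells. Technique: luminescence from luciferase substrate reagent. Incubation: 1 h compound pre-incubation, 16 h PMA/ionomycin at 37 °C. Benchmarks: DMSO only as uninhibited control, 10 µM reference inhibitor as full inhibition. Repeats: tested once.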
PKA kinase inh: blocks human protein kinase A activity. P17612. actives 0.1% (n = 65,000). inhibition, % at 6 µM. PKA Kemptide phosphorylation, Kinase-Glo ATP luminescence;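 active = inhibition above the screen-wide mean inhibition plus 3 SD, cut at about 21% in these data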; also: many of its hits are not listed in these tables
DUSP1 inh: blocks human MKP-1 phosphatase activity; actives 0.15% (n = 65,000); recombinant MKP-1, OMFP hydrolysis fluorescence; P28562; inhibition, %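 (compounds tested at a single concentration somewhere between 10 and 100 µM)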;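 active = inhibition above about 50%, limit read from the data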;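 also: 0% = DMSO max control wells and 100% = wells with enzyme stopped by NaOH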
MMP13 inh: inhibitors of human MMP13; actives 0.07% (n = 65,000); MMP-13 fTHP FRET cleavage, Mca fluorescence; P45452; inhibition, % at 4 µM;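 active = inhibition above the mean of compound-free control plate wells plus 3 SD, cut at about 14% in these data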;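 also: 0% = DMSO wells and 100% = wells with reference MMP-13 inhibitor after basal subtraction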
JNK3 blocker: inhibitors of human JNK3 kinase; P53779; purified JNK3 kinase activity, HTS; inhibition, % at 8 µM; actives 0.61% (n = 60,000); AID 746; in the data active = inhibition above about 17%;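 also: 0% = DMSO and 100% = reference inhibitor; many of its hits are not listed in these tables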
* = called active by the depositor; [ ] = dose if it differs, or a comment.

Screening COCCNC(=O)c1ccccc1NC(=O)CN(c1ccc2c(c1)OCO2)S(C)(=O)=O returned ROCK2 inh 2, TNAP act DEA 1, Cdc25B inh -4, Jurkat viability -6, HEK293 NFkB inh 17, PKA kinase inh 10, DUSP1 inh 13, MMP13 inh 3 and JNK3 blocker 0.
For CCc1sc(NS(C)(=O)=O)nc1-c1ccccc1 the results were ROCK2 inh 8, TNAP act DEA 1, Cdc25B inh -14, Jurkat viability -5, HEK293 NFkB inh 12, PKA kinase inh 6, DUSP1 inh 15, MMP13 inh 1 and JNK3 blocker -11.
Screening COC(=O)c1c[nH]n2c(=O)cc(C)nc12 returned TNAP act DEA 1, Cdc25B inh -7, HEK293 NFkB inh 15, PKA kinase inh 9, DUSP1 inh -5 and MMP13 inh -2.
Screening Cc1ccc(CN2C(=O)CCC2C(=O)NCCN2CCOCC2)cc1 (configuration not stated) returned ROCK2 inh 5, TNAP act DEA 0.9, Cdc25B inh 6, Jurkat viability -6, HEK293 NFkB inh 15, PKA kinase inh 12, DUSP1 inh 3, MMP13 inh 2 and JNK3 blocker 2.
CCOc1ccc2nc(-c3ccccc3)[nH]c2c1 was read as ROCK2 inh -3, TNAP act DEA 0.8, Cdc25B inh 5, Jurkat viability 76*, HEK293 NFkB inh -32, PKA kinase inh 6, DUSP1 inh -23, MMP13 inh -222[fluorescence artefact?] and JNK3 blocker -2.
O=S(=O)(NCc1cccs1)c1cccc(S(=O)(=O)N2CCCCC2)c1 was read as ROCK2 inh 6, TNAP act DEA 0.9, Cdc25B inh -20, Jurkat viability 5, HEK293 NFkB inh 12, PKA kinase inh 8, DUSP1 inh -25, MMP13 inh -2 and JNK3 blocker 6.
Screening COc1cccc(NS(=O)(=O)c2ccc3[nH]cc(C(=O)NCCN4CCOCC4)c(=O)c3c2)c1 returned ROCK2 inh 3, TNAP act DEA 0.9, Cdc25B inh -9, Jurkat viability 3, HEK293 NFkB inh -10, PKA kinase inh 8, DUSP1 inh 8, MMP13 inh 2 and JNK3 blocker 3.
O=C(O)CCc1nc(-c2ccc(Cl)cc2)no1 was read as ROCK2 inh 0, TNAP act DEA 1, Cdc25B inh -7, Jurkat viability -2, HEK293 NFkB inh 16, PKA kinase inh -7, DUSP1 inh -17, MMP13 inh 1 and JNK3 blocker 3.
CCn1c(Oc2ccc(Oc3ncc(Cl)cc3Cl)cc2)nc2c1c(=O)n(C)c(=O)n2C was read as ROCK2 inh 1, TNAP act DEA 0.9, Cdc25B inh -3, Jurkat viability -2, HEK293 NFkB inh 13, PKA kinase inh 8, DUSP1 inh -8, MMP13 inh 7 and JNK3 blocker -8.
For CCS(=O)(=O)N1CCC(C(=O)NCCN2CCN(Cc3ccccc3)CC2)CC1 the results were ROCK2 inh 4, TNAP act DEA 1, Cdc25B inh -10, Jurkat viability -4, HEK293 NFkB inh -3, PKA kinase inh 11, DUSP1 inh 6, MMP13 inh -3 and JNK3 blocker 0.
Screening CC(C)CCn1c(SCCc2ccccc2)nc2c1c(=O)[nH]c(=O)n2C returned ROCK2 inh 2, TNAP act DEA 0.9, Cdc25B inh -10, Jurkat viability -1, HEK293 NFkB inh 15, PKA kinase inh 12, DUSP1 inh 10, MMP13 inh 4 and JNK3 blocker 2.
`CC1Cc2ccccc2N1C(=O)Cn1c(=O)oc2cc(S(=O)(=O)N3CCCCC3)ccc21` (configuration not stated) gave ROCK2 inh 1, TNAP act DEA 1, Cdc25B inh -7, Jurkat viability 7, HEK293 NFkB inh 14, PKA kinase inh 10, DUSP1 inh 3, MMP13 inh 5 and JNK3 blocker 6.
Screening O=C(O)CSc1sc(=S)sc1SCC(=O)O returned ROCK2 inh -2, TNAP act DEA 0.9, Cdc25B inh 6, Jurkat viability 3, HEK293 NFkB inh 7, PKA kinase inh -4, DUSP1 inh -1, MMP13 inh 2 and JNK3 blocker -5.
`COc1cc(C(=O)Nc2nnc(CC(=O)N3CCOCC3)s2)cc(OC)c1OC` gave ROCK2 inh 0, TNAP act DEA 0.9, Cdc25B inh -2, Jurkat viability -3, HEK293 NFkB inh 14, PKA kinase inh -5, DUSP1 inh 1, MMP13 inh -2 and JNK3 blocker -2.
For CCCS(=O)(=O)N1CCC(C(=O)N2CCN(C(=O)OCC)CC2)CC1 the results were ROCK2 inh 9, TNAP act DEA 0.9, Cdc25B inh 4, Jurkat viability -5, HEK293 NFkB inh 4, PKA kinase inh 11, DUSP1 inh 1, MMP13 inh 2 and JNK3 blocker -2.

Next part; it opens with the two that closed the last part.
`COc1cc(C(=O)Nc2nnc(CC(=O)N3CCOCC3)s2)cc(OC)c1OC` gave ROCK2 inh 0, TNAP act DEA 0.9, Cdc25B inh -2, Jurkat viability -3, HEK293 NFkB inh 14, PKA kinase inh -5, DUSP1 inh 1, MMP13 inh -2 and JNK3 blocker -2.
For CCCS(=O)(=O)N1CCC(C(=O)N2CCN(C(=O)OCC)CC2)CC1 the results were ROCK2 inh 9, TNAP act DEA 0.9, Cdc25B inh 4, Jurkat viability -5, HEK293 NFkB inh 4, PKA kinase inh 11, DUSP1 inh 1, MMP13 inh 2 and JNK3 blocker -2.
For CCSc1nc(O)c(C2OC(=O)c3c2ccc(OC)c3OC)c(=O)n1CC (configuration not stated) the results were ROCK2 inh -1, TNAP act DEA 0.9, Cdc25B inh 1, Jurkat viability -13, HEK293 NFkB inh 7, PKA kinase inh -8, DUSP1 inh 8, MMP13 inh 4 and JNK3 blocker -2.
`Cc1cc(C)n(-c2nc3c(c(=O)[nH]c(=O)n3C)n2CC(O)c2ccccc2)n1` (configuration not stated) gave ROCK2 inh 7, TNAP act DEA 0.9, Cdc25B inh 1, Jurkat viability -9, HEK293 NFkB inh 1, PKA kinase inh 8, DUSP1 inh -31, MMP13 inh -1 and JNK3 blocker 3.
Screening O=S(=O)(c1ccccc1)N1CCN(Cc2ccccc2C(F)(F)F)CC1 returned ROCK2 inh 2, TNAP act DEA 0.9, Cdc25B inh -11, Jurkat viability 1, HEK293 NFkB inh 5, PKA kinase inh 3, DUSP1 inh 19, MMP13 inh 0 and JNK3 blocker 6.
For CCn1c(SCC(=O)NC2CCCCC2)nnc1-c1cccs1 the results were ROCK2 inh 6, TNAP act DEA 1, Cdc25B inh -11, Jurkat viability -3, HEK293 NFkB inh 8, PKA kinase inh 9, DUSP1 inh 3, MMP13 inh 9 and JNK3 blocker 1.
For Cc1nc2cc(CO)ccc2n1C the results were ROCK2 inh 3, TNAP act DEA 0.9, Cdc25B inh -3, Jurkat viability -1, HEK293 NFkB inh 14, PKA kinase inh 13, DUSP1 inh -2, MMP13 inh 1 and JNK3 blocker 1.
Screening Cc1occc1-c1nnc(SCC(=O)Nc2ccccc2)n1CCc1ccccc1 returned ROCK2 inh -4, TNAP act DEA 0.9, Cdc25B inh -18, Jurkat viability 7, HEK293 NFkB inh -2, PKA kinase inh 2, DUSP1 inh -7, MMP13 inh 4 and JNK3 blocker 12.
Screening COc1ccc(C(c2nnnn2Cc2ccccc2)N2CCN(c3ccccc3)CC2)cc1 (configuration not stated) returned ROCK2 inh 6, TNAP act DEA 1, Cdc25B inh -29, Jurkat viability -4, HEK293 NFkB inh 9, PKA kinase inh 11, DUSP1 inh 0, MMP13 inh 2 and JNK3 blocker -2.
For CC(C)N1C(=O)c2ccccc2C1C(=O)NC1CCCCCC1 (configuration not stated) the results were ROCK2 inh 0, TNAP act DEA 1, Cdc25B inh -6, Jurkat viability -14, HEK293 NFkB inh 10, PKA kinase inh -3, DUSP1 inh 7, MMP13 inh -4 and JNK3 blocker -3.
Screening CC(C)n1c(SCC(=O)N2CCCC2)nc2c1c(=O)n(C)c(=O)n2C returned ROCK2 inh 6, TNAP act DEA 0.9, Cdc25B inh -10, Jurkat viability -4, HEK293 NFkB inh 10, PKA kinase inh 9, DUSP1 inh -4, MMP13 inh -2 and JNK3 blocker 7.
For CCc1c(C)sc(NC(=O)CC#N)c1C#N the results were ROCK2 inh 1, TNAP act DEA 0.8, Cdc25B inh 6, Jurkat viability 4, HEK293 NFkB inh 16, PKA kinase inh 3, DUSP1 inh 13, MMP13 inh 0 and JNK3 blocker -5.
Cc1oc(-c2ccc(Cl)cc2)nc1CN1CCC(C(=O)N2CCN(Cc3ccccc3)CC2)CC1 was read as ROCK2 inh 1, TNAP act DEA 0.9, Cdc25B inh -30, Jurkat viability 13, HEK293 NFkB inh -8, PKA kinase inh 6, DUSP1 inh 4, MMP13 inh 3 and JNK3 blocker 0.
CN1CCc2c(sc3c2C(=O)NC(c2ccc(-c4cccc(Cl)c4)o2)N3)C1 (configuration not stated) was read as ROCK2 inh 4, TNAP act DEA 0.8, Cdc25B inh 0, Jurkat viability -2, HEK293 NFkB inh 7, PKA kinase inh -4, DUSP1 inh -2, MMP13 inh -24 and JNK3 blocker 7.
COCCN1C(=O)c2ccccc2C(C(=O)NCC2CCCO2)C1c1c[nH]c2ccccc12 (configuration not stated) was read as ROCK2 inh 4, TNAP act DEA 0.9, Cdc25B inh -7, Jurkat viability 0, HEK293 NFkB inh 2, PKA kinase inh 6, DUSP1 inh 9, MMP13 inh 1 and JNK3 blocker -6.
COc1ccc(-c2nnn(CC(=O)c3c[nH]c4ccccc34)n2)cc1OC was read as ROCK2 inh -2, TNAP act DEA 1, Cdc25B inh 5, Jurkat viability 3, HEK293 NFkB inh 9, PKA kinase inh 5, DUSP1 inh 9, MMP13 inh 3 and JNK3 blocker 0.
Screening O=S(=O)(c1cc(Cl)ccc1Br)N1CCOCC1 returned ROCK2 inh 8, TNAP act DEA 0.9, Cdc25B inh -24, Jurkat viability 4, HEK293 NFkB inh 9, PKA kinase inh 7, DUSP1 inh -8, MMP13 inh 0 and JNK3 blocker -1.
`CC1CC(C)CN(CCCNC(=O)COc2cc(=O)n(C)c3ccccc23)C1` (configuration not stated) gave ROCK2 inh 3, TNAP act DEA 0.9, Cdc25B inh -16, Jurkat viability 8, HEK293 NFkB inh -1, PKA kinase inh 6, DUSP1 inh 6, MMP13 inh -3 and JNK3 blocker 7.
Screening COC(=O)c1[nH]nc2c1C(=O)N(C1CCCCC1)C2=O returned ROCK2 inh 7, TNAP act DEA 1, Cdc25B inh -6, Jurkat viability -4, HEK293 NFkB inh 5, PKA kinase inh 4, DUSP1 inh 3, MMP13 inh 1 and JNK3 blocker 4.
`Cc1cc(C(=O)Nc2cc(C)n(Cc3ccc(Cl)cc3)n2)no1` gave ROCK2 inh 5, TNAP act DEA 0.8, Cdc25B inh -18, Jurkat viability -4, HEK293 NFkB inh 8, PKA kinase inh 8, DUSP1 inh -14, MMP13 inh -1 and JNK3 blocker -2.
Screening Cn1cnnc1SCC(=O)c1ccco1 returned TNAP act DEA 1, Cdc25B inh -11, HEK293 NFkB inh 16, PKA kinase inh 3, DUSP1 inh 6 and MMP13 inh 1.
For CC/C(=N\O)c1ccc(O)c(OC)c1 the results were ROCK2 inh 0, TNAP act DEA 0.9, Cdc25B inh 8, Jurkat viability -5, HEK293 NFkB inh 14, PKA kinase inh -3, DUSP1 inh -3, MMP13 inh -1 and JNK3 blocker 0.
CC1CCCC(NC(=O)Cn2cc3c(n2)CCCCC3)C1C (configuration not stated) was read as ROCK2 inh -3, TNAP act DEA 1, Cdc25B inh -15, Jurkat viability 6, HEK293 NFkB inh 8, PKA kinase inh 8, DUSP1 inh 3, MMP13 inh 6 and JNK3 blocker -3.

Random excerpt: two entries already listed, in no set order.
Screening Cn1cnnc1SCC(=O)c1ccco1 returned TNAP act DEA 1, Cdc25B inh -11, HEK293 NFkB inh 16, PKA kinase inh 3, DUSP1 inh 6 and MMP13 inh 1.
For CC/C(=N\O)c1ccc(O)c(OC)c1 the results were ROCK2 inh 0, TNAP act DEA 0.9, Cdc25B inh 8, Jurkat viability -5, HEK293 NFkB inh 14, PKA kinase inh -3, DUSP1 inh -3, MMP13 inh -1 and JNK3 blocker 0.
